Source: PubChem BioAssay
TRAIL sens C8: caspase-8 TRAIL sensitization | inhibition (viability loss, TRAIL sensitization), % at 10 µM | NB7+C8 cells + TRAIL, ATPlite viability luminescence | 360,000 compounds, 1% hits;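 active = compounds causing at least 50% loss of cell viability in the single-dose screen, relative to plate controls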
CF NFkB inh: blocks PAF-induced NF-kB reporter in cystic fibrosis cells. KKLEB NF-kB-GFP reporter, GFP fluorescence overnight. inhibition, % at 5 µM. 360,000 compounds, 0.86% hits. AID 588850;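 active = at least 50% inhibition at 5 µM, scaled per plate between neutral and stimulator controls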;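 note: PAF is a Pseudomonas aeruginosa culture filtrate used as stimulus; plate controls were PAF-stimulated DMSO wells for no effect and unstimulated DMSO wells for full effect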
COUP-TFII inh: blocks human COUP-TFII nuclear receptor; P24468; HEK293T NGFI-A luciferase reporter, luminescence; inhibition, % at 8.6 µM; 370,000 compounds, 0.7% hits;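 active = inhibition above a per-plate cutoff, mean inhibition of test wells between control levels plus 3 SD, cut at about 38% in these data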;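 note: cells cotransfected with COUP-TFII expression vector driving the NGFI-A reporter; 0% = median of COUP-TF2 test wells and 100% = reporter-only cells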
Target sequence (P24468 whole entry, looked up): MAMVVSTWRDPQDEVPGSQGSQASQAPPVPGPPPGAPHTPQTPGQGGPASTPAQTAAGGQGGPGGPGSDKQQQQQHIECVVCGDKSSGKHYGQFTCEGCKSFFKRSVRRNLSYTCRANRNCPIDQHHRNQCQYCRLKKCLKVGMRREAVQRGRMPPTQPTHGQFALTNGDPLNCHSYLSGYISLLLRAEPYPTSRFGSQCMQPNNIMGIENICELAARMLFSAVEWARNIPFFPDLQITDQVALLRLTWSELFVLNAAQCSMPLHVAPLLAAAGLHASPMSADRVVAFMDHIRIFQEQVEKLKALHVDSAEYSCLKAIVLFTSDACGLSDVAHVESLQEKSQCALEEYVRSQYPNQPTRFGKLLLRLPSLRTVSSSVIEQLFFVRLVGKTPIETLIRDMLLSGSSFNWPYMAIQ
LMP1 NFkB inh: reduces LMP1-driven NF-kappaB luciferase signal | LMP1-induced NF-kappaB luciferase reporter cells, luminescence | inhibition, % at 12.5 µM | 350,000 compounds, 0.69% hits; in the data active = inhibition above about 41%;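 note: 0% = neutral control wells and 100% = reference inhibitor control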
TROY NFkB inh: blocks TROY-dependent signaling in reporter cells; Q293 LMP1-TROYcd NF-kB luciferase reporter, 4 h; inhibition, % at 10 µM; 360,000 compounds, 0.98% hits;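 active = compounds whose plate-normalised and pattern-corrected inhibition of the luciferase reporter signal at the single screening dose is 50% or more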
NCOA1 inh: inhibitors of human steroid receptor coactivator 1 (SRC1). Q15788. HEK293 GAL4-SRC1 luciferase reporter, luminescence. inhibition, % at 3.6 µM. 360,000 compounds, 0.12% hits;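 active = inhibition above the campaign mean plus 3 SD, with each screening campaign given its own cutoff, cut at about 60% in these data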;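 note: 0% = DMSO treated cells and 100% = gossypol at 36 µM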
KKLEB tox: reduces viability of KKLEB cystic fibrosis airway cells; activity change (cytotoxicity), % at 5 µM; KKLEB CF airway cells viability, ATPlite luminescence, overnight; stronger effect = lower value; cells stimulated with P. aeruginosa culture filtrate; 360,000 compounds, 0.36% hits;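 active = corrected activity change at or below -50% at 5 µM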
SRC3 inh: inhibitors of human steroid receptor coactivator 3 (SRC3) | inhibition, % at 3.6 µM | Q9Y6Q9 | 360,000 compounds, 0.17% hits | HEK293 GAL4-SRC3 luciferase reporter, luminescence;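 active = inhibition above a per-campaign cutoff, the mean of all compounds plus 3 SD, cut at about 60% in these data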;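 note: 0% = DMSO-treated cells and 100% = gossypol-treated cells at 36 µM; higher means less SRC3-driven luciferase light from the GAL4 reporter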
Shn3 3UTR inh: inhibitors of Schnurri-3 3'UTR reporter in osteoblasts; AID 588674; 360,000 compounds, 0.52% hits; inhibition, % at 12.5 µM; Clone20 osteoblast Shn3 3'UTR firefly luciferase, 24 h;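 active = mean inhibition of at least 75% with every replicate also reaching 75%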;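 note: 0% = median of neutral control wells and 100% = pilot-screen positive control compound; some compounds past the cut are filed as inactive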
TWEAK Fn14 block: blocks TWEAK-Fn14 interaction in a reporter cell assay; AID 1159606; inhibition, % at 10 µM; 360,000 compounds, 2% hits; TWEAK-stimulated Fn14 reporter cells, luciferase luminescence, 8 h; in the data active = inhibition above about 50%
LRH-1 inv ag: inverse agonists of human LRH-1 (NR5A2) | HEK293T StAR-luciferase reporter, LRH-1 transfected, 24 h | inhibition, % at 3.6 µM | 360,000 compounds, 0.13% hits;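 active = inhibition above the mean inhibition of all tested compounds plus 3 SD, cut at about 73% in these data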;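 note: 0% = DMSO wells and 100% = reporter-only cells lacking LRH-1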
Target sequence (O00482 whole entry, looked up): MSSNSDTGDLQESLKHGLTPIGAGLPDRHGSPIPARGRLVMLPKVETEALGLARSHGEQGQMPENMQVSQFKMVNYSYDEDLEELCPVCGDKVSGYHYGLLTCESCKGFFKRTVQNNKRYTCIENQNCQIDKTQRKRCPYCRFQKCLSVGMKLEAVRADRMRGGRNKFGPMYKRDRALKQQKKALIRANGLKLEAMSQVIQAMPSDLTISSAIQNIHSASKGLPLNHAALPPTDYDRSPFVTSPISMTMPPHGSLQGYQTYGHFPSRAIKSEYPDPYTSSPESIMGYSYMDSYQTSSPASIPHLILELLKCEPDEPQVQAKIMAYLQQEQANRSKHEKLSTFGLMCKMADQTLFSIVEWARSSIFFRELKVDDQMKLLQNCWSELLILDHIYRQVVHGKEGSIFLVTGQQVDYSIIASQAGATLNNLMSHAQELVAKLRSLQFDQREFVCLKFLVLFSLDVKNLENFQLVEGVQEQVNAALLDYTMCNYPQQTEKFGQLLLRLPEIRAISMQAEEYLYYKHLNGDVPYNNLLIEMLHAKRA
* = called active by the depositor; · = not tested or not shown.

SMILES | TRAIL sens C8 | CF NFkB inh | COUP-TFII inh | LMP1 NFkB inh | TROY NFkB inh | NCOA1 inh | KKLEB tox | SRC3 inh | Shn3 3UTR inh | TWEAK Fn14 block | LRH-1 inv ag
O=C(CN1C(=O)c2ccccc2S1(=O)=O)N1CCOCC1 | -10 | 1 | · | -5 | -65 | -48 | 13 | -31 | -5 | -6 | -57
O=C(Nc1ccncc1)Nc1cccc(Cl)c1Cl | 13 | -7 | 21 | 7 | -11 | 5 | -3 | 0 | 36 | 11 | 9
O=C(c1ccccc1)c1ccc(OC(=O)N2CCOCC2)cc1 | 19 | -4 | -20 | -11 | -28 | -72 | 4 | -12 | -25 | 8 | -12
Cc1c(NC(=O)c2ccc3c(c2)OCO3)c(=O)n(-c2ccccc2)n1C | -14 | 21 | 14 | 1 | 0 | 1 | -3 | 11 | 21 | 1 | 1
CC(C)CNC(=O)C(=O)NC1CCCC1 | 3 | -2 | -20 | -9 | -37 | -24 | 6 | -25 | 21 | 4 | -9
Cc1ncc([N+](=O)[O-])n1CC(=O)Nc1ccc2c(c1)OCO2 | 2 | -1 | 8 | 2 | 7 | 9 | -10 | 9 | -3 | -12 | 16
COC(=O)[C@@]1(C)[C@H]2C(=O)N(Cc3ccccc3)C(=O)[C@H]2[C@H]2CN=C(SCc3ccccc3)N21 | -16 | 12 | 16 | -2 | -12 | -5 | -19 | -8 | -7 | -20 | -7
Cc1cc(=O)[nH]c(NN=C2CCCCC2C)n1 (stereo not drawn) | -15 | 18 | 4 | · | -4 | -9 | -13 | -23 | -5 | 15 | 11
O=C(COc1ccccc1)NCC(=O)N/N=C/c1ccc(Cl)cc1 | -7 | 11 | 5 | -1 | -3 | 12 | 2 | -62 | 3 | -15 | 20
COc1ccc(C(=O)CC(=O)C(=O)Nc2ccc(C)c(C)c2)cc1 | 1 | 14 | -21 | -1 | -40 | -15 | 6 | -37 | 1 | -20 | -15
Cc1cc(NC(=O)CN(C)S(=O)(=O)c2cnc[nH]2)ccc1Br | 25 | 10 | 7 | -12 | -9 | 2 | -1 | -20 | -9 | -15 | -3
COCCn1c(SCC(=O)N2CCCC2)nnc1-c1ccco1 | -5 | 1 | -14 | 1 | -20 | 13 | 6 | 16 | -1 | 0 | 9
COc1ccc(S(=O)(=O)Nc2ccc3c(c2)C(=O)N([C@H](C)CO)C[C@H](C)[C@@H](CN(C)C(=O)Nc2ccccc2)O3)cc1 | -11 | 0 | -2 | -6 | -18 | 5 | -1 | 14 | -15 | -13 | 1
COc1ccc(Nc2ncnc3sccc23)cc1 | 6 | 25 | -9 | 1 | -15 | -29 | 2 | -52 | -77 | 1 | -108
CCN1C(=O)N2C[C@H]3CON(C)[C@H]3C[C@H]2c2ccccc21 | -4 | -32 | -5 | · | 13 | 3 | -5 | 14 | -15 | 5 | -9
O=C(NCC1CCCO1)c1ccc(CSCc2cccc(F)c2)o1 (stereo not drawn) | -2 | -8 | 9 | 12 | -26 | -3 | 6 | 6 | -8 | 1 | -2
CCOC(=O)C1(Cc2ccccc2)NC(c2ccccc2F)C2C(=O)N(CC)C(=O)C21 (stereo not drawn) | 7 | 0 | 1 | -11 | 4 | 2 | 5 | -3 | 16 | -12 | -13
CSc1ccc(NC(=O)N2CC=C(n3c(=O)[nH]c4ccccc43)CC2)cc1 | -26 | -7 | 4 | 7 | 3 | -21 | 5 | 10 | 39 | 3 | 3
CCOc1ccc(N(CCCCO)C(=S)NC(=O)c2ccc(C)c(Br)c2)cc1 | -19 | 8 | 16 | -9 | -26 | 4 | 5 | 16 | 9 | 4 | -12
Cc1c(C(=O)OCC(=O)N2CCN(c3ccccc3)CC2)oc2ccccc12 | -2 | 7 | 8 | 3 | -6 | -21 | -12 | 8 | -18 | -15 | -6

Entries of single compounds from above. Order of values: TRAIL sens C8 | CF NFkB inh | COUP-TFII inh | LMP1 NFkB inh | TROY NFkB inh | NCOA1 inh | KKLEB tox | SRC3 inh | Shn3 3UTR inh | TWEAK Fn14 block | LRH-1 inv ag
Cc1cc(NC(=O)CN(C)S(=O)(=O)c2cnc[nH]2)ccc1Br in the list: 25 | 10 | 7 | -12 | -9 | 2 | -1 | -20 | -9 | -15 | -3
COc1ccc(S(=O)(=O)Nc2ccc3c(c2)C(=O)N([C@H](C)CO)C[C@H](C)[C@@H](CN(C)C(=O)Nc2ccccc2)O3)cc1 in the list: -11 | 0 | -2 | -6 | -18 | 5 | -1 | 14 | -15 | -13 | 1

(list continues)
SMILES | TRAIL sens C8 | CF NFkB inh | COUP-TFII inh | LMP1 NFkB inh | TROY NFkB inh | NCOA1 inh | KKLEB tox | SRC3 inh | Shn3 3UTR inh | TWEAK Fn14 block | LRH-1 inv ag
COc1ccc(/C=C/C(=O)C2C(=O)C=C(C)OC2=O)cc1O (stereo not drawn) | 45 | 8 | -23 | 6 | -43 | -15 | 8 | -40 | -74 | 11 | -1
Cc1ccc(C(=O)Nc2ccccc2C(=O)O)cc1S(=O)(=O)NC1CCCCC1 | -2 | -7 | 8 | 0 | 11 | 2 | 4 | 7 | -11 | -11 | 7
CCN(Cc1ccccc1)C(=O)CCc1nc(-c2ccc(C)cc2)no1 | 6 | -5 | 15 | -2 | 5 | -3 | -9 | 6 | 3 | 2 | -26
CNC(=O)c1c(NC(=O)C2=COCCO2)sc(C)c1C | 0 | -26 | 2 | -6 | 6 | -11 | 0 | 6 | -46 | 3 | 8
O=C(CSc1nc2sc3c(c2c(=O)n1-c1ccccc1)CCCC3)N/N=C/c1ccc(C(=O)O)cc1 | -26 | 5 | · | 1 | -8 | 12 | 5 | 8 | 1 | -20 | -28
COC(=O)c1ccc(-n2c(C)cc(C(=O)COC(=O)CNS(=O)(=O)c3ccc(C)cc3)c2C)cc1 | -4 | -1 | 1 | -2 | 25 | -47 | 17 | 11 | 8 | -11 | 36
C/C(=N\NC(=O)CSCc1ccccc1Cl)c1cccc(NC(=O)c2ccccc2)c1 | 16 | -15 | -3 | 16 | -6 | -4 | -1 | -5 | -1 | 25 | -17
O=C(Nc1nccs1)c1ccccc1N=Cc1ccccc1 | 4 | 4 | -26 | 2 | 9 | -12 | 0 | -34 | -20 | 2 | -48
COc1cccc(-n2c(=S)sc3c(=O)n(-c4ccccc4OC)c(SCC4OCCO4)nc32)c1 | -8 | -9 | -19 | -10 | 3 | -31 | 8 | 16 | 4 | -8 | 10
NC(=O)c1nsc(C(=O)N(c2ccccc2F)C(C(=O)NCc2ccccc2)c2ccc(O)cc2)c1N (stereo not drawn) | 23 | 90* | -9 | 3 | 13 | 27 | -54* | 29 | 2 | 23 | 27
CCCCN1C(=O)CC(SC2CC(=O)N(CCCC)C2=O)C1=O (stereo not drawn) | 7 | -17 | -1 | 0 | 4 | -20 | 13 | -1 | 2 | 0 | 3
CC(C)=C(NC(=O)c1ccccc1Cl)C(=O)NCCc1nc2ccccc2[nH]1 | -3 | -11 | -16 | -9 | -6 | 1 | -4 | -14 | -20 | -1 | -3
COc1cccc(NC(=O)CSC2=NN3CCCC(=O)N=C3S2)c1 | -3 | -26 | -4 | -8 | 3 | -22 | 4 | 13 | 1 | 12 | 5
COc1ccc(CCNC(=O)/C=C/c2ccco2)cc1 | -1 | -12 | 32 | -2 | 1 | -36 | 8 | 2 | 7 | 21 | -3
CCOC(=O)C1=C(C)NC2=C(C(=O)C(C(=O)OCC)C(c3ccccc3OC)C2)C1c1ccccn1 (stereo not drawn) | -30 | -12 | 21 | 0 | -8 | 5 | 7 | 15 | 19 | -2 | 10
Cn1c(=O)[nH]c(=O)c2c1nc(SCc1ccccc1Cl)n2CC(N)=O | -6 | -2 | 13 | 0 | -12 | 4 | 2 | -18 | -17 | 4 | -9
O=C(NC1CCN(Cc2ccccc2)CC1)c1ccc(CS(=O)c2ccccc2Cl)o1 (stereo not drawn) | 1 | 8 | 18 | 5 | 12 | 4 | -13 | -23 | -7 | 11 | -2
COc1ccc(-c2cc([N+](=O)[O-])ccc2OCC(=O)N(C)CC(=O)Nc2ccc(C)cc2)cc1 | 29 | 4 | 10 | -16 | 25 | -13 | -11 | -12 | 20 | 2 | 13
c1ccc(OCCNc2ccn3nc(-c4cccs4)cc3n2)cc1 | -1 | -7 | -25 | · | -10 | -33 | -4 | -85 | -36 | 23 | -34
CCC(CC)C(=O)Nc1c2c(nn1-c1ccc(OC)cc1)CS(=O)C2 (stereo not drawn) | -6 | 4 | -14 | -3 | -19 | -1 | -6 | -11 | -3 | -11 | 16
C[C@H](CO)N1C[C@H](C)[C@@H](CN(C)C)Oc2c(NC(=O)Cc3ccccc3)cccc2C1=O | 0 | 8 | 3 | 44* | -3 | 0 | -3 | 12 | -1 | -27 | -10
O=C(COC(=O)c1n[nH]c2ccccc12)NCCc1ccc(Cl)cc1 | 2 | -6 | -36 | 4 | 17 | -9 | 10 | 13 | -2 | -1 | -20
CCOC(=O)c1sc(=S)n(-c2ccc(F)c(F)c2)c1N | -44 | 1 | 3 | 7 | 14 | 5 | 9 | -7 | 0 | 0 | 0
O=C(c1ccco1)N(Cc1cccc([N+](=O)[O-])c1)c1ccc(Br)cc1 | -7 | 5 | 4 | -26 | 13 | 2 | 2 | 7 | -1 | 8 | -14
CCc1c(C(=O)Nc2ccc(C)c(C)c2)[nH]c(C)c1C(C)=O | -10 | -32 | -54 | -2 | -29 | -35 | 15 | -47 | -64 | 1 | -47
OC(COCc1ccccc1)Cn1cnc2ccccc21 (stereo not drawn) | -6 | 13 | 12 | 8 | -1 | -3 | -3 | 9 | -16 | -3 | -7
COc1ccc(OC)c(C(=O)c2nc3c(n2O)CCCCC3)c1 | -7 | 0 | 0 | 3 | -10 | -18 | 2 | 0 | -6 | -1 | 3
Cc1ccc(-c2nnc(SCC(=O)Nc3ccc(S(=O)(=O)N4CCCCCC4)cc3)o2)cc1 | 26 | 11 | 7 | -8 | -9 | 16 | -14 | 11 | 11 | -6 | 5
O=C(CCNS(=O)(=O)c1ccc(Br)cc1)NCc1ccc(F)cc1 | -22 | 7 | -4 | -6 | 13 | 3 | 2 | 8 | 5 | -6 | 3
CC(=O)Nc1ccccc1OCCOc1ccc(Br)cc1 | 22 | 12 | 34 | 14 | 3 | -1 | -19 | 2 | 5 | 1 | -8
O=C(CSc1nnc(-c2cccc(Br)c2)o1)N1CCOCC1 | 14 | -29 | -10 | -8 | -31 | -16 | 13 | 10 | -3 | -20 | -16
Cc1cc2oc(C(=O)Nc3ccc(S(N)(=O)=O)cc3)c(C)c2cc1Cl | -1 | 10 | -14 | -3 | -3 | -17 | -21 | 16 | 14 | -11 | 22
CN(C(=O)c1ccccc1C(=O)OCC(=O)c1ccc(F)c(F)c1)C1CCCCC1 | -13 | 12 | 9 | -3 | -15 | -5 | -14 | -10 | -3 | 9 | -9
O=C(NCCCN1CCCC1)Nc1cccc2ccccc12 | -12 | 6 | -7 | -4 | -3 | -24 | 19 | -13 | -14 | 8 | -10
COC(=O)c1cc2oc(C)cc2n1CC(=O)Nc1ccc(C)c(C)c1 | -12 | 19 | -1 | 2 | -28 | 1 | 8 | -7 | 2 | -6 | 8
COc1ccccc1NS(=O)(=O)c1ccc(C)c(C(=O)NC2CCN(Cc3ccccc3)CC2)c1 | 16 | -6 | 47* | 5 | 14 | 3 | 4 | 23 | 54 | 17 | -4

A portion of the library, so the mix of outcomes need not match the whole.
